Screening results deposited in PubChem by Small Molecule Screening Facility, UW Madison.
PriA SSB inh – inhibitors of Klebsiella pneumoniae PriA binding to SSB C-terminal tail, primary screen, biochemical, AlphaScreen. 430,000 compounds, 0.6% hits. AlphaScreen SSBct-PriA binding, biotinylated peptide. PriA–SSB C-terminal tail interaction (Klebsiella pneumoniae). inhibition, % at 33 µM. AID 1272365, 2023; in the data active = inhibition mostly above about 37%, no sharp cut-off; inactive = mostly below about 20%;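 note: plate controls were negative control peptide for no effect and reference peptide for full effect; strong numbers were not always called active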
* marks the source's active call; other numbers are inactive results; i = inactive; & = joins results of further samples. This is a subset; rates above refer to the full screens.

SMILES | PriA SSB inh
CNc1nn(CC(=O)NCc2ccc(Cl)cc2)c(N)c1-c1nc(-c2ccc(Cl)cc2)no1 | -5.0
Cc1ccccc1OCC(=O)NCCCn1ccc2cccnc21 | -18.0
O=C(COc1ccccc1-c1ccccc1)NN=Cc1ccncc1 | -16.5
Cc1nn(C2CCS(=O)(=O)C2)c2nc(-c3cccs3)cc(C(=O)Nc3ccc(F)cc3F)c12 (stereo not given) | 1.0
O=C(c1cn(CC(O)c2ccccc2F)nn1)N1CCN(C(=O)c2ccco2)CC1 (stereo not given) | 1.0
Cc1nc(C)c(-c2ccc(SCC(=O)NCc3ccc4c(c3)OCO4)nn2)s1 | -7.0
CC(O)(CNC(=O)C1CC1)Cc1ccco1 (stereo not given) | -1.0
Cc1ccccc1-c1noc(CS(=O)(=O)c2ccc(Cl)s2)n1 | -13.0
C[C@@H]1SCC(=O)N(CC(=O)Nc2ccc(Cl)c(Cl)c2)C1=O | -6.0
COc1ccc(/C=N/Nc2ccc(S(=O)(=O)Nc3ccccc3)cc2[N+](=O)[O-])c(OC)c1 | i
CCOc1ccccc1C(O)=C1C(=O)C(=O)N(Cc2cccs2)[C@H]1c1ccc(C)o1 | -6.0
O=S(=O)(c1cc(F)cc(F)c1)N1CCC(Oc2ccc(Cl)cn2)CC1 | -7.0
CCOC(=O)COc1ccc(C23CC4CC(CC(C4)C2)C3)cc1 | -3.0
Cc1ccc(-c2n[nH]c(-c3ccccn3)n2)cc1 | 54.6
O=S(=O)(c1ccccc1)C(C=NO)/C=C/c1ccccc1 (stereo not given) | -12.7
O=C(CSCc1ccccc1)NCCn1ncc2c(=O)n(Cc3ccccc3)cnc21 | -22.0
CCOC(=O)C1=C(C)N=C(SCC(=O)N2CCCc3ccccc32)C(C#N)[C@H]1c1ccccc1Cl (stereo not given in full) | -8.0
Nn1c(SCC(=O)Nc2nccs2)nnc1-c1cccs1 | -5.0
CC(=NN=C1NC(=O)C(Cc2ccccc2)S1)c1ccccc1 (stereo not given) | -9.0
Cc1cc(C(=O)NCCn2nc(-c3cccnc3)n(C3CC3)c2=O)c(C)o1 | -3.0
O=C(CN1C(=O)NC2NC(=O)NC21)NN=Cc1ccccc1O (stereo not given) | 5.5
CC1(C)COc2cc(NS(=O)(=O)c3ccc(F)c(Cl)c3)ccc2NC1=O | 7.0
COc1cc(/C=C2\Oc3cc(OCC(=O)OC(C)(C)C)ccc3C2=O)cc(OC)c1OC | -5.0
O=C(CN1C(=O)CCC1=O)N1CCC(Oc2ccccn2)CC1 | 9.0
N#Cc1ccccc1Sc1ccccc1C(=O)Nc1nc(-c2ccccn2)cs1 | 34.0
CCOc1ccc(C(=O)CSc2nc3cc(C(=O)NC(C)C)ccc3c(=O)n2CC(C)C)cc1 | -7.0
COc1ccc(-c2cc3c(=O)n(Cc4nc(-c5ccccc5)no4)ncn3n2)cc1 | -7.0
COc1ccccc1C1C(=C(O)c2ccc3c(c2)OCCO3)C(=O)C(=O)N1CCCn1ccnc1 (stereo not given) | 11.5
CSc1ncccc1C(=O)N1CCC(CNC(=O)c2ccccc2Br)CC1 | -4.0
O=C(NN=Cc1c(O)n(C2CCCCC2)c(=S)[nH]c1=O)c1ccccc1 | 13.0
Cc1cc(NC(=O)C(=O)NCCc2ccc(N(C)C)cc2)no1 | 3.0
CC(C)(C)c1ccc(NC(=O)NCC[C@H](O)c2cccs2)cc1 | -11.0
CCn1c(SCC(=O)Nc2cc(C(F)(F)F)ccc2Cl)nc2c(oc3ccccc32)c1=O | -3.0&0.0
CCOc1ccccc1/C=N\NC(=O)CNC(=O)c1ccc(C)c([N+](=O)[O-])c1 | 5.0
CC(=O)Nc1ccc(SCCN2CCOCC2)nn1 | -15.0
CCCC(=O)NCCNc1cc(-n2ccnc2C)ncn1 | -13.0
CS(=O)(=O)N1C2CCC1CC(NC(=O)c1ccc(C(F)(F)F)cc1)C2 (stereo not given) | 1.0
COc1ccc(Cl)c2sc(NC(=O)CS(=O)(=O)c3ccc(C)cc3)nc12 | -3.0
COc1cccc(NC(=O)N2CCN(c3cc(C4CC4)ncn3)CC2)c1OC | -13.0
COc1cccc(-c2ccc3nnc(SCC(=O)Nc4nc5ccccc5s4)n3n2)c1 | 1.0
CCOC(=O)N1CCC(NC(=O)CN(C)c2nc3c(Cl)cccc3s2)CC1 | -11.0
CCOC(=O)Cn1cnc2c(oc3ccccc32)c1=O | -22.0
O=C(CSc1nnc(NC(=O)COc2ccc(Cl)cc2Cl)s1)Nc1ccc(F)cc1 | 2.0
COc1ccccc1/C=c1\sc2n(c1=O)C1c3ccccc3OC(C)(N=2)C1C(C)=O (stereo not given) | 4.0
COc1ccc(CNC(=O)NCC2CCN(C(=O)Oc3ccccc3)CC2)cc1 | -5.0
Cc1nccn1-c1ncc(NC(=O)C(C)Oc2ccccc2)cn1 (stereo not given) | -10.0
Cc1cc(C(=O)CCl)c(C)n1-c1ccc(Cl)c(C(F)(F)F)c1 | 4.0
Cc1ccc2nc3sc(Nc4ccccc4C)nn3c(=O)c2c1 | -13.0
CC(Oc1ccc2ccccc2c1)C(=O)NN=Cc1cccnc1 (stereo not given) | 6.3
Cc1cccc(NC(=O)NCC2CC(=O)N(Cc3ccc(F)cc3)C2)c1 (stereo not given) | -18.0
The results go on:
SMILES | PriA SSB inh
COCCN1CCCc2ccc(NC(=O)CN3C(=O)c4ccccc4C3=O)cc21 | 41.0
CC1CCN(C(=O)c2nccc(N3CCCCC3)n2)CC1 | -1.0
CC(C)CCN1C(=O)C(C)(C)COc2cc(NS(=O)(=O)c3cnn(C)c3)ccc21 | 2.0
O=C(NNc1nc(-c2ccccc2)c2cc(Cl)ccc2n1)c1ccccc1F | 7.0
COc1cc(S(=O)(=O)N2CCN(CCO)CC2)c(OC)cc1C | -15.0
Oc1c(Br)cc(Br)cc1C=Nc1ccccc1F | -3.0
O=C(N1CCc2ncncc2C1)C1(c2ccc(Cl)cc2)CCCC1 | -7.0
CCOc1ccc(NC(=O)CCc2csc(NS(=O)(=O)c3ccc(F)cc3)n2)cc1 | -15.0
CCOc1ccc(-n2nnc3c(N4CCN(S(=O)(=O)c5ccc(CC)s5)CC4)ncnc32)cc1 | -2.0
O=C(O)CCn1ccc(=O)[nH]c1=O | 6.0

7 compounds drawn at random from those above:
SMILES | PriA SSB inh
CC(C)CCN1C(=O)C(C)(C)COc2cc(NS(=O)(=O)c3cnn(C)c3)ccc21 | 2.0
COc1cc(S(=O)(=O)N2CCN(CCO)CC2)c(OC)cc1C | -15.0
CC1CCN(C(=O)c2nccc(N3CCCCC3)n2)CC1 | -1.0
O=C(O)CCn1ccc(=O)[nH]c1=O | 6.0
COCCN1CCCc2ccc(NC(=O)CN3C(=O)c4ccccc4C3=O)cc21 | 41.0
Oc1c(Br)cc(Br)cc1C=Nc1ccccc1F | -3.0
CCOc1ccc(NC(=O)CCc2csc(NS(=O)(=O)c3ccc(F)cc3)n2)cc1 | -15.0

Next compounds:
SMILES | PriA SSB inh
O=C(CSc1ccc(NC(=O)c2ccccc2)nn1)NCc1ccc2c(c1)OCO2 | 1.0
CCN(CC)S(=O)(=O)c1ccc(C(=O)ONC(=O)c2ccc(OC(F)F)cc2)cc1 | 10.0
O=C(CSCc1ccccc1)N1CCC(c2ccsc2)CC1 | -3.0
O=C(c1cc(-c2cccs2)[nH]n1)N1CCC(Oc2ncccc2Cl)CC1 | -17.0
COc1cc(/C=C2\N=C(SCC(=O)c3ccc(F)cc3)N(c3ccccc3)C2=O)ccc1O | 4.0
CCCC(=O)Nc1c(C)nc(Oc2ccccc2)nc1C | 2.0
Cc1ccc(S(=O)(=O)Nc2c(-c3ccccc3)c3cc(Cl)ccc3[nH]c2=O)cc1 | -2.0
Cc1ccc(S(=O)(=O)N2CCN(CC(=O)NN=Cc3ccc(C)o3)CC2)cc1 | -13.2
COc1ccccc1-c1ccc(N2CCCC(C(=O)Nc3nc(C)cs3)C2)nn1 (stereo not given) | 10.0
O=C(CN1CCN(c2ccccc2)C1=O)NCC1Cc2ccccc2CO1 (stereo not given) | -6.0
O=C(Nc1cccc2ncccc12)c1cc2ccccc2oc1=O | 7.0
Cn1c(SCC(=O)Nc2ccccc2C#N)nc2cc(-c3ccccc3)sc2c1=O | -18.0
O=C(c1ccco1)N1CCN(c2cc(Nc3ccccn3)ncn2)CC1 | -8.0
Cc1cc(C(=O)Nc2nnc(CSc3ccccc3)o2)no1 | -10.0
O=C(NC(=S)Nc1nc2ccc([N+](=O)[O-])cc2s1)c1ccc(S(=O)(=O)N2CCCC2)cc1 | 0.0
Cc1cc(C(=O)NN=C(CCC(=O)O)c2cccs2)c2ccccc2n1 | -8.1
CC(C)c1cc(=O)n2c(n1)SCC2CC(=O)N1CCN(Cc2ccccc2)CC1 (stereo not given) | -4.0
Cc1ccc(NC(=O)CCn2cncn2)c(C)c1 | -2.0
Cc1cc(C)n(CC2CCN(S(=O)(=O)c3cccc(C(F)(F)F)c3)CC2)n1 | -7.0
CC(=O)Nc1ccc(C2=NN(C(C)=O)[C@H](c3ccc4nccnc4c3)C2)cc1 | -4.0
O=C(NCCn1ncc2c(N3CCCCC3)ncnc21)c1ccco1 | -3.0
COc1ccc(CC(=O)NCc2nccc(N(C)C)n2)cc1 | 9.0
COCCn1cc(NC(=O)NCc2ccccc2Cl)c2ccccc21 | 16.0
Cc1cc(Br)cc(C)c1NC(=O)CSc1cccc2cccnc12 | 58.6*
COc1ccc(NC(=O)C(=O)NCC(c2cccn2C)N2CCCC2)cc1OC (stereo not given) | -3.0
O=C(NCc1cccnc1-c1ccsc1)Nc1c(F)cccc1F | -6.0
O=C(Nc1nc(-c2nc3ccccc3s2)cs1)C1CCN(S(=O)(=O)c2cccs2)CC1 | -15.0&8.0
O=C(Nc1c(F)cccc1F)N1CCCC[C@H](c2ccc(Cl)cc2)C1 | -5.0
Cc1cc(N2CCC(C)CC2)n2nc(C)c(-c3ccc(Cl)cc3)c2n1 | -25.0
CCC(=O)NCCCn1nc(-c2cccs2)ccc1=O | -8.0
Cc1ccc(S(=O)(=O)N=C(CN2CCOCC2)N2CCCC2)cc1 | -15.8
CNc1ncnc2c1oc1ccccc12 | -14.0
O=C(Cc1csc(Nc2cccc(Cl)c2)n1)NCCc1c[nH]c2ccccc12 | 36.0*
O=C(NCCn1nc(C2CC2)n(-c2ccccc2)c1=O)c1nc2ccccc2s1 | -6.0
N#Cc1cccc(C(=O)NCc2ccc(C(=O)c3ccccc3)s2)c1 | -10.0
COc1ccccc1NC(=O)Cn1c(=O)n(Cc2cccs2)c(=O)c2ncccc21 | -6.0
CCNc1nc(NCC)n2c(SCC(=O)Nc3ccc(C(=O)OCC)cc3)nnc2n1 | -25.0&-5.0
COc1ccc(C2=NC3(CCN(S(=O)(=O)c4ccc(OC)c(OC)c4)CC3)N=C2SC)cc1 | 14.0
CCSc1nnc(NC(=O)CSc2nnc3[nH]c(=O)c(C)c(C)n23)s1 | 0.0
COc1ccc(C(CC2(O)C(=O)Nc3ccccc32)=NO)cc1 (stereo not given) | -24.5
O=C(CC1NCCNC1=O)Nc1cccc(C(F)(F)F)c1 (stereo not given) | 3.0
COC(=O)Nc1ccc2c(c1)N(C(C)=O)CC2 | 1.0
Cc1nn(C)c(C)c1S(=O)(=O)NCC1(c2ccc(F)cc2)CC1 | -17.0
COC(=O)c1ccc(S(=O)(=O)N2CC(Oc3cc(C)oc(=O)c3)C2)cc1 | 1.0
O=C(NN=Cc1ccc(O)cc1O)C(=O)NN=Cc1ccc(O)cc1O | -10.9
COc1ccc(CCS(=O)(=O)Nc2ccc3c(c2)N(C(=O)c2cccs2)CC3)cc1 | 5.0
O=C(Cn1nc(-c2ccco2)ccc1=O)Nc1cc(N2CCCC2)ncn1 | -6.0
COc1ccc(CCN2Cc3c(sc4c3CCCC4)N(C(C)=O)C2)cc1OC | -3.0
O=C(NN=Cc1ccc2c(c1)OCO2)C(O)c1ccccc1 (stereo not given) | 2.8
COc1ccc(NC(=O)Cn2c(C)cc(C)c(-c3nc(-c4ccc(F)cc4)no3)c2=O)cc1OC | 9.0

2 of these compounds, reformatted:
structure	PriA SSB inh
COc1ccc(-c2cc3c(=O)n(Cc4nc(-c5ccccc5)no4)ncn3n2)cc1	-7.0
O=C(NCCn1nc(C2CC2)n(-c2ccccc2)c1=O)c1nc2ccccc2s1	-6.0

The results go on:
SMILES | PriA SSB inh
COc1ccc(CCn2c(C)cc3c(c2=O)C(c2c(F)cccc2Cl)C(C#N)=C(N)O3)cc1OC (stereo not given) | -8.0
O=C(NN=Cc1cc(Br)c(Br)o1)c1cccnc1 | 2.3
COc1ccc(-c2cc(=O)n(CC(=O)Nc3cc(Cl)ccc3C)cn2)cc1 | -13.0&-4.0
COc1ccc(-c2cc(N3CCCC(C(=O)Nc4nc5ccccc5s4)C3)ncn2)cc1 (stereo not given) | -4.0
O=C(NCCC1=CCCCC1)C(=O)NCCC(O)c1ccoc1 (stereo not given) | 9.0
COc1ccc(SCCC(=O)Nc2ccc(Br)cc2)cc1 | -9.0
O=C(NCCn1nc(-c2ccco2)ccc1=O)NC1CCCCC1 | -9.0
O=C(NCC[C@H](O)c1ccccc1)Nc1ccccc1C(F)(F)F | -10.0
CC1Cc2cc(-c3cc(CNC(=O)c4ccc(=O)oc4)no3)ccc2O1 (stereo not given) | 11.0
COc1ccccc1NC(=O)NCC(c1ccc2c(c1)CCCN2C)N1CCN(C)CC1 (stereo not given) | 34.0
CC(C)CC(=O)Nc1ccc2c(c1)CCC(=O)N2 | -22.0
CCOC(=O)C1CCCN(C(=O)CCc2c(C)nn(-c3nc(C)c(C)c(=O)[nH]3)c2C)C1 (stereo not given) | -17.0
CN(C)c1cccc(C(=O)NCC[C@H](O)c2ccsc2)c1 | 5.0
Cc1csc(=NN=Cc2ccc(O)cc2)n1Cc1ccco1 | 49.0
Cc1nc(-c2ccccc2Cl)sc1CNS(=O)(=O)c1ccc2c(c1)OCCO2 | -12.0
